# From PubChem BioAssay
# TAG inh = inhibitors of triacylglycerol accumulation, primary screen, cell-based, uHTS, fluorescence, H9c2; AID 651582, 2012; inhibition, % at 12.5 µM; actives 0.66% (n = 230,000); H9c2 cells, Nile Red lipid (TAG) fluorescence; cells loaded with 200 µM oleic acid;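 active means pattern-corrected inhibition of lipid staining of at least 50% with the nuclear-stain viability signal not falling by more than 50%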;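 further: 0% = DMSO wells and 100% = triacsin C control wells; some results filed as inactive read as strong as hits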
# TAG inh DAPI viability = second read-out of TAG inh, no call of its own (marks repeat the call); DAPI nuclei signal change (viability), lower = more cytotoxic, %;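 whole-well DAPI fluorescence read on a plate reader as a viability signal; minus 50 percent equals half of cells still viable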
# The depositor's hits bear a star.
Structure	TAG inh	TAG inh DAPI viability
CCOc1ccc(N(C)S(=O)(=O)c2ccc(C)c(C(=O)NCc3cccs3)c2)cc1	19	-2
CCN(c1cccc2ccccc12)S(=O)(=O)c1ccc(Cl)nc1	-2	-3
CCOC(=O)c1sc(NC(=S)NC(=O)CC(C)C)cc1C	7	3
O=C(Cc1ccc(F)cc1)N[C@@H]1c2ccccc2CC[C@H]1OCc1ccccc1	-3	5
O=C(CNS(=O)(=O)/C=C/c1ccccc1)OCC(=O)N1CCC(Cc2ccccc2)CC1	-4	-9
CC(C)CC(N)c1csc(NC(=O)c2cc(C(C)(C)C)nn2Cc2ccccc2)n1 (stereo not given)	126	-58
O=C(NC1=NCCS1)C1CC(=O)N(c2ccc(Cl)cc2)C1 (stereo not given)	14	-9
CC(=O)Nc1ccc(Cc2ccncc2)cc1	-14	-7
CC1C(=O)N(Cc2cn(Cc3ccco3)nn2)CCS(=O)(=O)N1Cc1ccc(-c2cccc(CO)c2)cc1 (stereo not given)	0	-12
Cc1cc(NCCN2CCOCC2)n2ncc(-c3ccccc3)c2n1	1	4
Cc1ccccc1CSc1nnc(-c2cnccn2)n1C	-3	-2
O=C(CS(=O)Cc1ccccc1Cl)Nc1ccccc1Cl (stereo not given)	12	-4
O=C(Nc1cc([N+](=O)[O-])ccc1O)NC1CCS(=O)(=O)C1 (stereo not given)	0	4
CCOC(=O)c1ccccc1NC(=O)CCNC(=O)Cn1cnc2ccccc2c1=O	-9	-7
N#Cc1ccc(Cl)cc1NC(=O)CN1C(=O)C(=O)N(CCC2=CCCCC2)C1=O	-15	18
N#Cc1nc(-c2ccco2)oc1NCc1ccccc1Cl	2	3
O=C(O)c1ccc(Cl)c(S(=O)(=O)NCc2cccnc2)c1	8	-5
O=C(CN1CCN(c2ccc([N+](=O)[O-])cc2Cl)CC1)N1CCOCC1	0	4
O=C1NCCCCC1NS(=O)(=O)c1ccc(F)c(F)c1 (stereo not given)	4	-1
Cc1ccc(S(=O)(=O)NC(=S)c2ccccc2)cc1	11	-7
O=C(N1CCOCC1)N1c2ccccc2CC(N2CCOCC2)c2ccccc21 (stereo not given)	-11	13
O=C1C=C(NC2CCCCC2)CCC1	4	-4
CN(C(=O)c1ccc(NC(=O)Cc2ccc(NC(=O)C3CCCN(C(=O)c4ccccc4)C3)cc2)cc1)C1CCCC1 (stereo not given)	1	-1
O=C1N=C(N2CCOCC2)S/C1=C\c1cccnc1	-6	5

# One compound at a time (already shown). Screens in order: TAG inh, TAG inh DAPI viability
# O=C1C=C(NC2CCCCC2)CCC1 as listed: 4, -4
# O=C(Nc1cc([N+](=O)[O-])ccc1O)NC1CCS(=O)(=O)C1 (stereo not given) as listed: 0, 4
# CN(C(=O)c1ccc(NC(=O)Cc2ccc(NC(=O)C3CCCN(C(=O)c4ccccc4)C3)cc2)cc1)C1CCCC1 (stereo not given) as listed: 1, -1
# O=C(O)c1ccc(Cl)c(S(=O)(=O)NCc2cccnc2)c1 as listed: 8, -5
# N#Cc1nc(-c2ccco2)oc1NCc1ccccc1Cl as listed: 2, 3

# (listing goes on)
Structure	TAG inh	TAG inh DAPI viability
Cc1cc(=O)[nH]c(N=N/C(=N/Nc2ccccc2C)c2ccccc2)n1	11	-19
COc1ccc(S(=O)(=O)N2CCCC(C(=O)N3CCN(Cc4ccccc4)CC3)C2)cc1Cl (stereo not given)	0	16
CC(=O)Nc1cccc(NS(=O)(=O)c2cn(C)c(=O)n(C)c2=O)c1	6	-2
CCCCCC(=O)N1C[C@@H](O)[C@H](n2cc(-c3ccc(F)cc3)nn2)C[C@@H]1c1ccccc1	14	1
COc1cccc(C(=O)NC2CC(C)(C)Cc3c2cnn3-c2cccc(F)c2)c1OC (stereo not given)	-10	0
COc1cc(C2C(C(N)=O)=C(C)Nc3nc(CCCO)nn32)cc(OC)c1OC (stereo not given)	-1	-6
CCOc1ccc(OCC)c(S(=O)(=O)n2cc(C)nc2CC)c1	6	-13
C=CCn1c(SC2CCOC2=O)nc2scc(C3CC3)c2c1=O (stereo not given)	24	-28
CC1CCN(C(=O)Cn2c(=O)n(CCc3ccccc3)c(=O)c3ccccc32)CC1	8	2
c1nc(N2CCCCCC2)c2[nH]cnc2n1	2	-6
CCOC(=O)C1CCCN(c2ncnc3c2oc2ccccc23)C1 (stereo not given)	-22	2
O=C1c2cccc3cccc(c23)C(=O)N1CCCn1ccnc1	7	-1
CC(C)=CCC[C@](C)(O[C@@H]1O[C@H](CO[C@@H]2O[C@H](CO)[C@@H](O)[C@H](O)[C@H]2O)[C@@H](O)[C@H](O)[C@H]1O)C1CC[C@]2(C)C1C(=O)CC1[C@@]3(C)CC[C@H](O[C@H]4O[C@@H](CO)[C@H](O)[C@@H](O)[C@@H]4O)C(C)(C)C3CC[C@]12C (stereo not given in full)	-17	3
CC(c1ccccc1)N1CCn2c(nc3cc(NS(C)(=O)=O)ccc32)C1 (stereo not given)	19	-4
CN(C)CCCn1c2c(c(SCC(=O)Nc3cccc4ccccc34)nc1=O)CCC2	-2	1
Cc1ccc(C)c(OCc2cc(C(=O)N3CCN(c4ccccc4C)CC3C)no2)c1 (stereo not given)	-2	1
CCOC(=O)c1cnc2c(ccc3ccccc32)c1NCCO	2	2
CC(C)(C)n1nc2c(c1NC(=O)c1ccc(C(F)(F)F)cc1)CS(=O)(=O)C2	7	1
CCc1ccccc1NC(=O)CN(C)C(=O)Cn1cnc2ccc(Cl)cc2c1=O	-8	10
COc1cccc(Nc2nc(C(N)Cc3ccc(Cl)cc3)cs2)n1 (stereo not given)	23	-11
CC(=O)Nc1ccc(-c2ccnc3c2CC(C)(C(=O)NCC2CCOCC2)O3)cc1 (stereo not given)	-1	1
Cc1cc(NC(=O)C2CC(c3ccc(F)cc3)=NO2)no1 (stereo not given)	-1	3
CCc1nc2c(OCc3ccc(Cl)cc3)cccn2c1N(C)C(=O)c1ccncc1	1	-5
CC(C)(C)NC(=O)C1CN(S(=O)(=O)c2ccccc2)CCN1S(=O)(=O)c1ccccc1 (stereo not given)	11	-6
O=S1(=O)c2ccc(Br)cc2N2CCC[C@@H]2CN1C1CC1	-17	0
CC(NS(=O)(=O)c1ccc(Br)cc1)C(c1cccs1)N1CCOCC1 (stereo not given)	-14	4
O=C(/C=C/c1cccc(Br)c1)N1CCN(c2ccccn2)CC1	0	5
O=C(CSc1nnc(Cc2ccccc2)o1)c1ccc2c(c1)OCO2	-30	-6
CN(c1ccc(C(=O)NCC2CCCO2)cc1)S(=O)(=O)c1ccc(Cl)cc1 (stereo not given)	6	-2
COC(=O)C1=C(C)N(C)C(=O)NC1c1cccc2ccccc12 (stereo not given)	0	-6
Cc1ccc(-n2c(=O)c3c4c(sc3n3c(=S)[nH]nc23)CCC4)cc1	-8	-1
COc1ccccc1NC(=O)Cn1c(=O)c(N(C)C)c(N)n(C)c1=O	-9	16
Cn1c(=O)[nH]c(=O)c2c1nc(N/N=C/c1ccncc1)n2Cc1ccc(Cl)cc1	31	-9
CCOC(=O)C1CCCN(C(=O)CCNS(=O)(=O)c2ccc(Br)cc2)C1 (stereo not given)	4	-1
NC(=O)CSc1nnnn1CC(CC(=O)O)c1ccccc1 (stereo not given)	-8	-1
O=C(CCC(=O)N1CCc2ccccc2C1)NCCc1ccc(Cl)cc1	5	3
Cc1c(NC(=O)C(C)OC(=O)c2c3c(nc4ccccc24)CCC(C)C3)c(=O)n(-c2ccccc2)n1C (stereo not given)	-4	0
C=CCOc1ccc(/C=N/NC(=O)C2CCCC2)cc1OCC	2	3
CN(C)Cc1ccccc1C1(O)c2ccccc2CSc2ccccc21 (stereo not given)	-7	18
O=C(COc1cccnc1[N+](=O)[O-])Nc1ccc2c(c1)CCC2	-3	-1
CCC(=O)Nc1ccc2c(c1)Cc1cc([N+](=O)[O-])ccc1-2	0	-7
CCN(c1ccccc1)S(=O)(=O)c1ccc(Cl)c(C(=O)Nc2ccncc2)c1	3	6
COc1ccc(S(=O)(=O)Nc2ccccc2C(=O)NN2CCOCC2)cc1OC	-13	3
O=C(Nc1cccc(F)c1)C1CCCN(S(=O)(=O)c2ccccc2)C1 (stereo not given)	0	2
N#CCCn1cc(C=O)c(-c2cccs2)n1	-6	-1
c1ccc(Cn2c3ccccc3c3nnc(SCCN4CCCCC4)nc32)cc1	5	7
CC(=O)NCCc1c[nH]c2ccc(OCc3ccccc3)cc12	3	5
Cc1oc(/N=C/c2cccc([N+](=O)[O-])c2)c(C#N)c1C	4	-8

# Further results follow.
SMILES	TAG inh	TAG inh DAPI viability
CCOC(=O)c1c(NC(=O)CC)sc(C(C)=O)c1C	12	-10
CCOC(=O)c1ccc(N2C(=O)C(O)=C(C(C)=O)C2c2ccc([N+](=O)[O-])cc2)cc1 (stereo not given)	13	-7
CCN(CC(=O)Nc1c(F)cccc1F)C(=O)c1ccc2c(c1)OCCO2	-2	-7
Cc1cccc(C)c1OCC(=O)N(Cc1ccc(N(C)C)cc1)C1CCS(=O)(=O)C1 (stereo not given)	-9	3
COc1ccc(/C=C2\SC(=S)N(CC(=O)OCC(=O)Nc3cc(Cl)cc(Cl)c3)C2=O)cc1	-13	-2
CC(C)OC(=O)C(C)Nc1ccc(F)c(Cl)c1 (stereo not given)	-1	-1
NS(=O)(=O)c1cc2c(cc1Cl)NC(C1C[C@H]3C=C[C@@H]1C3)NS2(=O)=O (stereo not given in full)	-8	2
COc1nc(C)nc2c1ccc1ccccc12	-16	-4
O=C(Nc1cc(-c2ccccc2)nn1-c1ccccc1)c1ccccc1F	3	43
O=C(N/N=C/c1ccc(-c2cccc([N+](=O)[O-])c2)o1)c1ccccc1O	0	-5
CCOc1ccc(OCCC(=O)N(CC)CC(=O)Nc2ccccc2C(F)(F)F)cc1	2	1
COc1ccc(C(CC(=O)N2CCOCC2)c2c(OC)cc(OC)c3ccc(=O)oc23)cc1 (stereo not given)	-3	-1
O=C(COc1coc(CN2CCN(c3ccccc3)CC2)cc1=O)Nc1ccc(F)cc1	-11	-4
O=C(/C=C/Nc1ccc(F)cc1)c1ccc(Br)cc1	2	-2
CN(C(=O)c1c[nH]c(=O)cc1C(F)(F)F)c1ccc(Cl)c(Cl)c1	4	2
Cc1ccc(C)c(-c2cc(C(=O)Nc3cccnc3)c3ccccc3n2)c1	9	-5
COc1cc(OC)c(NC(=O)Cc2ccc(OC)c(S(=O)(=O)N3CCOCC3)c2)cc1Cl	-2	2
CCOC(=O)COc1ccc2c3c(c(=O)oc2c1)CCCC3	12	-14
CCCN(CCC)C(=O)C1CCN(c2cc(C)nc3c(-c4ccc(OC)c(OC)c4)c(C)nn23)CC1	-1	-2
C=CCOc1ccc(CNc2nn[nH]n2)cc1OC	-19	-3
CCOC(=O)C1=NN(c2ccc(Cl)cc2)C(c2ccccc2)CC1=O (stereo not given)	13	-21
Cc1ccc(NC(=O)CN2CCC(NC(=O)C3CCCCC3)CC2)c(Br)c1	-5	-4
CNC(=O)/C(C#N)=C/c1ccc(OCCOc2ccccc2)cc1	-6	-15
NC(=O)CSc1ncc(-c2ccc([N+](=O)[O-])cc2)[nH]1	0	1
COc1ccc2[nH]c3c(c2c1)CCN1C(=O)C(CC(=O)NCc2ccc(OC)c(OC)c2)C[C@H](C(=O)N2CCOCC2)[C@@]31CCC1CCCC1 (stereo not given in full)	23	3
O=C1C=CC2C3C(=O)N(c4ccccc4)C(=O)C3C1N2Cc1ccccc1 (stereo not given)	103	-75
COc1ccc(CCNC(=O)C2CC(c3cccc(F)c3)=NO2)cc1 (stereo not given)	4	-4
Cn1cnnc1SCc1ccc(C(=O)NN)cc1	-12	-3
COc1ccc(CCN2C(=O)CC(C(N)=O)SC2=Nc2ccccc2)cc1 (stereo not given)	1	-6
COCCn1c(SCC(=O)NCc2ccco2)nnc1C(C)C	-9	6
COc1ccc(Cl)c(Cn2c(NCc3ccccn3)nc3c2c(=O)n(C)c(=O)n3C)c1	-15	-4
COc1ccc(CN(C)C(=O)COc2cccc(-n3cnnn3)c2)cc1OC	1	-5
Nc1c(-c2n[nH]c(=S)n2-c2ccc(Cl)cc2Cl)cnn1-c1ccccc1	-3	-3
Cc1cccc(C(=O)N2CCC(=O)N(C(COCc3cccc(Cl)c3)Cc3ccccc3)CC2)c1 (stereo not given)	-16	-3
O=C(c1cccc(Cl)c1)N1CCN(c2ccccn2)CC1	4	2
CCOc1ccccc1C(=O)Oc1cc(C)[nH]c(=O)c1[N+](=O)[O-]	6	-4
O=C1N=C(N2CCCCC2)SC1=C1CCCCC1	6	-2
C=CCn1c(SCC(=O)NCCOC)nc2scc(-c3ccco3)c2c1=O	10	11
O=C(Nc1cccc([N+](=O)[O-])c1)c1ccc2snnc2c1	-7	2

# In a second layout: results already given
# Every second line gives: TAG inh	TAG inh DAPI viability
- N#Cc1nc(-c2ccco2)oc1NCc1ccccc1Cl
 : 2	3
- O=C(O)c1ccc(Cl)c(S(=O)(=O)NCc2cccnc2)c1
 : 8	-5
- O=C(CN1CCN(c2ccc([N+](=O)[O-])cc2Cl)CC1)N1CCOCC1
 : 0	4

# Some of these compounds in order of molecular weight, descending.
SMILES	TAG inh	TAG inh DAPI viability
CCc1nc2c(OCc3ccc(Cl)cc3)cccn2c1N(C)C(=O)c1ccncc1	1	-5
CC(=O)Nc1ccc(Cc2ccncc2)cc1	-14	-7
O=C1C=C(NC2CCCCC2)CCC1	4	-4

# These rows are one share of the data; the hit share may differ from the screen's.
